# KOR beta-arrestin-1: KOR antagonists, beta-arrestin recruitment, cell-based, luminescence, uHTS (AID 1778) | Kappa-type opioid receptor (Homo sapiens) | KOR beta-arrestin recruitment, luminescence, antagonist mode; higher % means a stronger effect | one-dose inhibition, % at 10 µM; IC50 in µM for titrated hits | 0.091% of 290,000 active; further: strong numbers were not always called active
# NTR1 agonist: agonists of NTR1, primary screen, imaging, U2OS cells, beta-arrestin-GFP, high content (AID 493036); Neurotensin receptor type 1 (Homo sapiens), P30989; NTR1-U2OS beta-arrestin-GFP spot imaging, agonist mode; activation, % at 20 µM; 0.17% of 330,000 active;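 active means activation at or above 40% of the spot to cytoplasm intensity ratio, with at least 20 cells analyzed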;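 further: 0% = DMSO without peptide and 100% = 100 nM NTR1 peptide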
# Target sequence (P30989 whole entry, looked up): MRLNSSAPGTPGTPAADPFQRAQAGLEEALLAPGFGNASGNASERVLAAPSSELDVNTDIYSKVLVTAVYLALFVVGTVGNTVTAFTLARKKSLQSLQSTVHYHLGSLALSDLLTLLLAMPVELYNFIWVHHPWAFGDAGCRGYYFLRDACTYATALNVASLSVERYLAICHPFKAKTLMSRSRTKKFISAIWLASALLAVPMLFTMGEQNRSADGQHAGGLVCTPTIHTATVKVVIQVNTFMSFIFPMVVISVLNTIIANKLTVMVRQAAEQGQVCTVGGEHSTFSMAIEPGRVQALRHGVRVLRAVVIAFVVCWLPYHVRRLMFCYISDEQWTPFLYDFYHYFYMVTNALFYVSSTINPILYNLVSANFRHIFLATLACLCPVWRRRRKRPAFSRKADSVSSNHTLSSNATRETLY
# GPR55 beta-arrestin: GPR55 agonists via beta-arrestin recruitment, primary screen, imaging, U2OS cells, beta-arrestin-GFP redistribution (AID 1961); activation, % at 10 µM, or EC50 in µM where a hit was titrated; U2OS GPR55 beta-arrestin-GFP redistribution imaging; higher % means a stronger effect; G-protein coupled receptor 55 (Homo sapiens); 0.048% of 290,000 active;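 active means activation above 40% with more than 50 cells counted in the well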;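 further: U2OS osteosarcoma cells stably expressing GPR55 and beta-arrestin-GFP; plate controls were DMSO negative control for no effect and LPI positive control for full effect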
# GPR55 LPI antagonism: GPR55 antagonists blocking LPI-driven arrestin recruitment, primary screen, imaging, U2OS, beta-arrestin-GFP, LPI agonist (AID 2013); inhibition, % at 10 µM, or IC50 in µM where a hit was titrated; 0.13% of 290,000 active; U2OS GPR55 beta-arrestin-GFP translocation imaging, LPI antagonism; higher % means a stronger effect;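 active means spots per cell inhibited over 60%, with over 100 cells counted and total cytoplasm intensity under 500,000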;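 further: U2OS cells stably carrying GPR55 and arrestin-GFP stimulated by 5 µM LPI near EC80; imaged beta-arrestin-GFP aggregate spots per cell after agonist stimulation; plate controls were LPI-stimulated DMSO wells for no effect and DMSO wells without LPI for full effect; some results filed as inactive read as strong as hits; confirmed hits need IC50 under 10 µM and bright autofluorescent wells are also inconclusive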
# Myeloid diff 2: induction of myeloid progenitor differentiation, primary screen, cell-based, flow cytometry, MLPCN library; ER-HoxA9 myeloid progenitors, lysozyme-GFP differentiation; calls only at 10 µM; 1% of 360,000 active; AID 624256, 2012;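 active means normalized GFP-positive differentiation at or above the plate's own cutoff, the solvent-only control mean plus 3 SD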;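 further: cells exposed to compound for four days before flow analysis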
# NOD1 inhibition: NOD1 signaling inhibitors, primary screen, cell-based, luminescence, uHTS (AID 1578) | 1% of 290,000 active | one-dose inhibition, % at 4 µM; EC50 in µM for titrated hits | NOD1-driven NF-kB luciferase reporter cells, luminescence; higher % means a stronger effect; in the data active means inhibition mostly above about 36%, no sharp cut-off; inactive means mostly below about 34%;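 further: HEK-293T reporter cells stimulated with the NOD1 agonist gamma-tri-DAP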
# T cell modulator: modulators of CD8 T cell-vesicle binding, primary screen, mouse 2C CD8+ T cells, flow cytometry; 0.068% of 330,000 active; calls only at 7 µM; 2C CD8+ T cell-vesicle binding; stronger effect = lower value;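 active means response, share of CD8 T cells binding vesicles, and their 90th percentile fluorescence all below set limits, cut at about 80% in these data, passing the limit was not always enough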
#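 Read-out – percent CD8+ FL2 mean versus row control · System – murine 2C transgenic CD8+ T lymphocytes · Times – 1.5 h cell–vesicle binding at 37 °C, then 20 min icy labelling · Control set – naked vesicles low, QL9 vesicles with vehicle high · Detection – cytometric PE anti-B7-1 and Alexa647 anti-CD8 signals after 1% paraformaldehyde fixation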
# HEK293 NOD2/NF-kB: NOD2 signaling inhibitors, cell-based, luminescence, uHTS, HEK293 (AID 1566). HEK293 NOD2/NF-kB luciferase reporter, luminescence; higher % means a stronger effect. inhibition, % at 4 µM, or EC50 in µM where a hit was titrated. 0.63% of 290,000 active; further: many of its hits are not listed in these tables
# KOR beta-arrestin-2: KOR agonists, beta-arrestin recruitment, primary screen, cell-based, luminescence, uHTS (AID 1777) | 0.02% of 280,000 active | Kappa-type opioid receptor (Homo sapiens) | one-dose activation, % at 10 µM; EC50 in µM for titrated hits | KOR beta-arrestin recruitment, luminescence; higher % means a stronger effect; in the data active means activation above about 50%, passing the limit was not always enough; further: a part of the inactive calls stands beside numbers as strong as those of hits
# T cell modulator vesicle-bound %: second read-out of T cell modulator, no call of its own (marks repeat the call); double positive events, %; measured here: CD8+ vesicle-bound cell fraction;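 binding gate set so that unloaded-vesicle control wells show 10% double positive cells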
# NTR1 agonist cell count 20 µM: second read-out of NTR1 agonist, no call of its own (marks repeat the call); cell count; measured here: cell count, cytotoxicity flag
# Myeloid diff 2 GFP+ MAC1+ %: also measured in Myeloid diff 2; calls as there; GFP+ MAC1+ double positive, %; measured here: differentiation confirmed by MAC1 staining
# * hit, by the source's call; i = inactive; . = no result given; [ ] = dose if it differs, or a comment. Unless noted, no stated cut-off is given here; in the data, active means inhibition above about 50%; inactive means the rest.
compound	GPR55 beta-arrestin	KOR beta-arrestin-1	GPR55 LPI antagonism	KOR beta-arrestin-2	T cell modulator	Myeloid diff 2 GFP+ MAC1+ %	Myeloid diff 2	NOD1 inhibition	NTR1 agonist cell count 20 µM	T cell modulator vesicle-bound %	NTR1 agonist	HEK293 NOD2/NF-kB
CCn1c(SCC(=O)NC2CCCC2)nnc1-c1c[nH]c2ccccc12	-0.3%	14.3%	-0.8%	0.1%	i	1.4	i	19.0%	97	32.1	0.3	11.3%
CCN(Cc1ccccc1)C(=O)c1cc(-c2ccc(OC)c(OC)c2)nc2ccccc12	0.0%	-7.6%	-15.1%	0.7%	i	14.8	i	1.8%	64	47.8	5.4	33.4%
Cn1c(=O)n(C)c2cc(S(=O)(=O)NCCOCCO)ccc21	-0.2%	8.6%	-12.7%	-5.8%	i	3.4	i	0.7%	50	35.3	-1.1	4.5%
N#CC(C(N)=O)=C1CCCCC1	-0.3%	-12.2%	6.0%	5.3%	i	0.0	i	9.7%	51	38.6	-0.1	4.3%
O=C(Nc1ccc(F)cc1)N1CCCN(c2ccc(C(F)(F)F)cn2)CC1	-0.1%	13.2%	-2.2%	1.0%	i	0.4	i	6.9%	52	18.5	0.0	2.3%
COCCSc1nnc(NC(=O)C2CCCO2)s1 (configuration not stated)	-0.2%	1.0%	8.1%	-0.6%	i	7.1	i	-5.0%	41	11.4	2.2	-1.1%
Cc1ccc(C)c(NC(=O)c2ccc3ccccc3n2)c1	-0.1%	-2.6%	5.6%	1.9%	i	1.2	i	-85.1%	68	21.8	9.1	-177.0%
Cc1ccc(-c2nnc(CSc3nnc(COc4ccccc4)n3-c3ccc(C)cc3)o2)cc1	0.3%	-7.4%	-2.4%	-0.9%	i	1.0	i	53.0%	87	12.4	5.3	-33.4%
COC(=O)CSc1nnc(-c2ccc(S(=O)(=O)NCc3ccccc3Cl)cc2)o1	0.3%	-17.6%	-13.0%	-1.9%	i	0.9	i	2.4%	84	33.4	7.1	2.6%
Cc1ccc(CSc2nc3c(cc2C#N)CCC3)cc1	-0.1%	18.8%	20.4%	1.6%	i	0.7	i	-28.9%	44	15.8	1.6	-3.3%
Cn1c(=O)n(/N=C/c2ccccc2)c2ccccc21	0.7%	-6.7%	11.8%	-2.3%	i	0.1	i	-23.6%	69	40.1	2.4	-11.1%
CCc1ccc(NC(=O)c2ccc(S(=O)(=O)NCc3cccnc3)cc2)cc1	0.4%	-21.1%	2.0%	2.7%	i	0.7	i	-17.5%	56	34.4	0.2	6.3%
CCOc1ccc(C(=O)Nc2cccc3cccnc23)cc1	-0.1%	-11.4%[20 µM]	-8.0%	-5.4%	i	0.3	i	-9.7%	52	44.0	-1.1	6.2%
COCCn1c(-c2cccc([N+](=O)[O-])c2)nc2c1c(=O)[nH]c(=O)n2Cc1ccccc1	-0.3%	-9.9%	11.3%	6.2%	i	0.3	i	-1.1%	94	52.5	3.3	8.0%
Cc1c(C(=O)N(C)Cc2ccccc2)oc2ccc(S(=O)(=O)N3CCCC3)cc12	1.7%	-3.9%	12.1%	-2.3%	i	0.6	i	26.3%	81	3.8	0.8	21.6%
COc1ccccc1C(=O)NC(=O)Nc1nc(-c2ccccc2)cc(C(F)(F)F)n1	0.3%	-19.7%	-3.0%	.	i	0.8	i	-1.1%	52	18.1	1.9	43.4%
COc1ccc(NC(=O)c2ccccc2SC)cc1OC	-0.1%	21.0%	4.4%	-6.0%	i	0.5	i	-13.4%	45	47.9	0.0	8.0%
CC(=O)Nc1ccc(OCC(O)Cn2c(C(C)C)nc3ccccc32)cc1 (configuration not stated)	0.0%	3.3%[20 µM]	6.4%	-8.8%	i	1.4	i	-38.0%	42	18.7	-0.3	9.0%
CCOC(=O)C(=O)N/N=C/c1ccc(F)cc1	0.9%	21.7%	-0.1%	-1.7%	i	0.5	i	3.2%	49	59.4	-0.4	-3.4%
O=C(Nc1nncs1)c1cccc(S(=O)(=O)N2CCCC2)c1	0.2%	17.7%	-5.5%	0.0%	i	0.8	i	3.2%	71	10.2	-0.1	6.7%
O=C(Nc1ccc(O)c(-c2nc3ccccc3s2)c1)c1cc(=O)c2ccccc2o1	0.2%	-34.9%	73.7%	1.3%	i	0.6	i	9.1%	62	35.2	-0.9	11.6%
COc1ccc(C(=O)/C=C/C(=O)N(CC(=O)NC2CCCCC2)Cc2ccccc2)c(O)c1	.	4.97µM*	17.2%	7.8%	.	0.5	i	26.0%	.	.	.	-21.1%
COc1ccc(-c2nc(=S)n3ccsc3n2)cc1OC	-0.1%	-30.7%[20 µM]	7.2%	4.5%	i	0.4	i	-30.0%	74	56.0	3.1	9.2%
CC1(C)CC(=O)C(C=Nc2ccccc2C(=O)O)=C(O)C1	-0.1%	9.7%	15.0%	2.1%	i	1.0	i	18.7%	57	19.3	2.2	7.1%
COCCNC(=O)Cn1nc(C)c2ccccc2c1=O	-0.3%	-53.4%	-8.4%	-6.1%	i	2.2	i	-13.6%	69	38.4	1.1	-4.7%
Cc1cc(C)c(S(=O)(=O)Nc2ccc3[nH]c(=O)[nH]c3c2)c(C)c1	-0.4%	-7.8%	7.3%	-3.9%	i	0.4	i	-7.8%	27	59.8	0.1	19.9%
O=C(NNC(=O)c1ccccc1-c1ccccc1C(=O)O)c1cccc([N+](=O)[O-])c1	-0.4%	8.6%	5.6%	10.0%	i	0.7	i	-13.5%	76	48.5	-1.0	8.5%
CC(C)[C@H]1CN=C2N(C[C@H](C)NC(=O)CCC3CCCCC3)[C@H](Cc3ccc(O)cc3)CN21	0.0%	28.0%	10.1%	-5.4%	i	1.9	i	0.2%	61	19.3	3.0	-4.4%
Cc1cccc(NC(=O)N2CCC(NC(=O)c3ccco3)CC2)c1	-0.2%	3.8%[20 µM]	3.4%	.	i	0.3	i	-19.5%	50	24.7	-0.6	-8.3%
CCCCNc1nc(-c2ccccc2)nc(-n2ccnc2)n1	-0.1%	-16.8%	21.7%	5.4%	i	1.1	i	15.8%	89	32.7	4.6	6.7%
CCN(CC)CCNc1ncnc2c1sc1nc(N3CCOCC3)c3c(c12)CC(C)(C)SC3	0.2%	-7.3%	27.3%	2.0%	i	0.9	i	-14.6%	74	23.0	18.1	15.8%
CCCCNC(=O)c1ccccc1Cl	0.3%	-20.9%	2.9%	-1.4%	i	1.9	i	-9.1%	85	3.9	-0.2	4.3%
Cc1ccc(N/N=C2\COC(C)(C)CC2=O)cc1	0.0%	-16.6%	-9.9%	-5.0%	i	0.8	i	-20.6%	71	58.3	0.2	-128.8%
Cn1c(=O)n(C)c(=O)n(CC(=O)N2CCCCC2)c1=O	-0.2%	6.1%	2.0%	2.9%	i	1.3	i	-19.6%	65	4.1	-1.2	-1.8%
Cc1cc(=O)oc2cc(O[C@@H]3O[C@H](CO)[C@@H](O)[C@H](O)[C@H]3O)ccc12	-0.1%	-2.6%	5.2%	-4.0%	i	0.3	i	1.9%	47	17.9	0.0	14.5%
OC(c1nc2ccccc2[nH]1)C(O)C(O)C(O)c1nc2ccccc2[nH]1 (configuration not stated)	0.7%	11.8%	3.5%	-0.3%	i	.	.	1.0%	45	42.2	0.5	20.5%
CC[n+]1ccc(/C=C2\Sc3ccccc3N2CCCS(=O)(=O)[O-])c2ccccc21	-0.1%	-46.7%[20 µM]	-2.9%	.	i	0.6	i	-24.7%	40	49.1	0.3	18.5%
C=C1SC(Nc2c(C)cccc2C)=NC12CCCCC2	0.2%	9.8%	20.2%	-1.2%	i	0.6	i	6.4%	61	15.7	19.2	-20.0%
Cc1nn(CC(=O)NCC(C)c2ccccc2)c(=O)c2cc(-c3ccccc3)nn12 (configuration not stated)	0.0%	-18.4%	10.8%	4.5%	i	2.9	i	0.2%	68	13.6	0.6	0.6%
N#C/C(C(=O)NCc1ccccc1)=C1/N=C(NC(=O)c2ccco2)c2ccccc21	0.3%	-8.3%	10.0%	3.9%	i	0.5	i	0.0%	56	37.1	0.2	-3.4%
CC(=O)c1ccc(OC(=O)c2ccc(-n3nc(C)cc3C)cc2)cc1	-0.6%	-14.5%	-5.3%	6.5%	i	.	.	-34.7%	34	62.9	-0.4	-1.5%
COc1ccc(N(CC(=O)N/N=C/c2cccc(OC)c2OC)S(=O)(=O)c2ccccc2)cc1	-0.1%	-13.4%	-0.9%	0.8%	i	0.2	i	1.8%	115	21.5	0.5	-7.7%
Cc1ccc(Oc2nc3c(c(=O)n(C)c(=O)n3C)n2C)cc1C	0.2%	21.0%[20 µM]	0.5%	-4.5%	i	0.4	i	-0.7%	39	32.2	0.6	27.5%
CCOC(=O)c1cn(CC)c2cc(N3CCSCC3)c(F)cc2c1=O	0.2%	-24.4%	5.5%	0.6%	i	0.3	i	-11.1%	57	51.1	2.6	13.1%
CC(=O)Nc1sc2c(c1C(c1ccncc1)N1CCOCC1)CCCC2 (configuration not stated)	0.2%	-2.0%	6.9%	5.1%	i	0.3	i	-29.2%	49	39.8	1.9	-22.1%
COc1ccc(C(CC(=O)O)NC(C)=O)cc1OC (configuration not stated)	-0.1%	-7.6%	2.3%	4.0%	i	1.1	i	-18.1%	44	50.2	0.8	-1.9%
CCOC(=O)CSC1=Nc2ccccc2C2=NC(CC(=O)NCc3ccccc3)C(=O)N12 (configuration not stated)	0.0%	3.2%	7.0%	3.3%	i	0.0	i	-7.3%	119	64.2	0.0	8.8%
CCCNC(=O)COc1coc(CN2CCN(c3cccc(Cl)c3)CC2)cc1=O	-0.1%	0.8%	-2.5%	1.4%	i	0.9	i	-6.3%	59	36.2	0.8	12.5%
Cc1ccc(S(=O)(=O)NCc2ccc(C(=O)N3CCN(Cc4ccccc4)CC3)cc2)cc1	0.0%	-10.7%	0.0%	12.9%	i	7.8	i	26.5%	44	54.2	0.2	28.0%

# Source: PubChem

# A portion of the library. The share of hits here may be higher or lower than overall.
